# HT1080 IDH1KD tx – qHTS for induction of synthetic lethality in tumor cells producing 2HG: qHTS for the HT-1080-IDH1KD cell line | 360,000 tested, 2% active | HT-1080 IDH1 knockdown viability, ATP luminescence, 48 h | AID 686971, 2013 | Potency, µM (doses to about 46.1 µM), for inactives: top-dose activity, negative = toxicity, usual class: cytotoxic;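 note: potency is the fitted concentration of half-maximal effect; 0% = DMSO wells and -100% = cell-free medium wells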
#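 Cytotoxicity counter-line: IDH1KD HT-1080, 48 h, CellTiter-Glo. Curves classed by r2, magnitude and activity.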
# HT1080NT lethal – qHTS for induction of synthetic lethality in tumor cells producing 2HG: qHTS for the HT-1080-NT fibrosarcoma cell line | HT-1080-NT fibrosarcoma viability, CellTiter-Glo ATP luminescence, 48 h | Potency, µM (top dose mostly 46.1 µM), without a hit: top-dose activity, negative = less viability, hits mostly cytotoxic | 360,000 tested, 1.6% active;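 note: NT is the 2HG producing partner of a matched IDH1 knockdown line; potency is the fitted concentration of half-maximal effect; 0% = DMSO-treated cells and -100% = media-only wells without cells; nearly all actives have a fitted effect of over 55% in size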
#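 HT-1080-NT fibrosarcoma cells (2HG-overproducing), 750 cells/well in RPMI with 5% FBS, dosed after 2 h and incubated 48 h at 37C. CellTiter-Glo luminescence normalized to DMSO and no-cell wells; concentration-response curves fitted and classed.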
# KB-V1 cytotox – qHTS assay for MDR1-selective chemotherapeutics: Primary screen using the drug-selected MDR subline cells KB-V1. KB-V1 MDR cells viability, CellTiter-Glo, 72 h. 400,000 tested, 3.4% active. AID 1347076, 2019. Potency, µM (doses to about 46.1 µM), for the others: top-dose activity change, negative = cytotoxicity, most hits filed as cytotoxic; note: potency is the fitted concentration of half-maximal effect; % is set by controls: 0 for no effect and ±100 for the full control effect; nearly all actives have a fitted effect of over 60% in size
#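 Cytotoxicity via CellTiter-Glo luminescence after 72 h compound exposure at 37 degrees C. Cells: drug-selected KB-V1 line, DMEM phenol-red free plus 10% FBS. Compounds tested at multiple concentrations; normalized data fitted to concentration-effect curves.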
# MCF10A rereplic – A quantitative high throughput screen for small molecules that induce DNA re-replication in MCF 10a normal breast cells; MCF 10A DNA re-replication, Hoechst nuclear intensity, 48 h; Potency, µM (series often up to 46.1 µM), without a hit: top-dose activity, positive = re-replication, hits mostly activators; 350,000 tested, 2.9% active; AID 624296, 2012; note: potency is the fitted concentration of half-maximal effect; % of control where 0% means no effect; nearly all actives have a fitted effect of over 50% in size
# HEK293 tox – qHTS of GLP-1 Receptor Inverse Agonists: Cytotox Screen | HEK293 cAMP-luciferase reporter cells, luminescence, 24 h | Potency, µM (titrated, usually from 38.3 µM), without a hit: at the top dose activity change, negative = inhibition, hits mostly inhibitors | 410,000 tested, 0.13% active;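 note: loss of luciferase light is scored as toxicity; potency is the fitted concentration of half-maximal effect; % is set by controls: 0 for no effect and ±100 for the full control effect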
#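 Here, cytotoxicity is scored as loss of luminescence. The MLSMR collection was tested on cells seeded in medium containing 10% Nu serum, with a 24 hr compound exposure preceded by 12 hours of culture.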
# KB-3-1 cytotox – qHTS assay for MDR1-selective chemotherapeutics: Primary screen using the parental adenocarcinoma cell KB-3-1 | AID 1347075, 2019 | 400,000 tested, 1.4% active | KB-3-1 viability, CellTiter-Glo ATP luminescence, 72 h | Potency, µM (series often up to 46.1 µM), for inactives: at the top dose activity change, negative = cytotoxic, hits mostly cytotoxic; note: potency is the fitted concentration of half-maximal effect; % is set by controls: 0 for no effect and ±100 for the full control effect; nearly all actives have a fitted effect of over 60% in size
#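 Screening of KB-3-1 cells (DMEM, 10% FBS, phenol-red free) ran from lowest to highest compound concentration; after 72 h at 37 °C viability was read luminescently and curves fitted.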
# DRD3 agonist – qHTS of D3 Dopamine Receptor Agonist: qHTS. D3R DiscoveRx beta-arrestin cells, luminescence, 90 min. max activation, %. 410,000 tested, 0.58% active; in the data active = max activation above about 30%; note: 0% is about no effect; mostly tested at two doses, the higher about 12 µM
# Target sequence (P35462 whole entry, looked up): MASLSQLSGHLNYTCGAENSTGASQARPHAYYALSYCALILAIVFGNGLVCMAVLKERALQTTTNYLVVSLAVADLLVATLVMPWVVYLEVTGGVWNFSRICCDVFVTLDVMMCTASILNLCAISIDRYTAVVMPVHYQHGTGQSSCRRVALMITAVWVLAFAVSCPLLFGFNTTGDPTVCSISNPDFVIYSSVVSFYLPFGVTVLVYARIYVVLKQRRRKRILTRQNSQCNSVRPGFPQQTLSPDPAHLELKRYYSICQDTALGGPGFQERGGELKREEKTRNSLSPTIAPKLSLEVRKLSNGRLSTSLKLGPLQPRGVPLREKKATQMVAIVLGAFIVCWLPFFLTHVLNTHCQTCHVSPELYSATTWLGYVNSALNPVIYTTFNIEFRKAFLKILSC
#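 Agonist mode: compounds and dopamine controls were applied to plated cells for 90 min at 37 degrees C after an overnight attachment at 1500 cells/well. Luminescent read-out followed 30 - 60 minutes at room temperature with DiscoveRx detection reagent.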
# IL-1B inflam inh – qHTS for Inhibitors of Inflammasome Signaling: IL-1-beta AlphaLISA Primary Screen; THP-1 LPS/ATP IL-1B secretion, AlphaLISA, 16 h; active compounds read low; activity change, % at 57.5 µM; 360,000 tested, 4.7% active; AID 743279, 2014; in the data active = activity change below about -50%; inconclusive = mostly about -30% to -49%; note: % is set by controls: 0 for no effect and ±100 for the full control effect
#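 Secreted IL-1B measured by AlphaLISA bead assay after 16 h compound exposure of THP-1 cells; compounds (final up to 57.5 uM) added 1 h before LPS (250 ng/mL) and ATP (1.25 mM) stimulation; lower signal means less secretion.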
# SW480 rerep – A quantitative high throughput screen for small molecules that induce DNA re-replication in SW480 colon adenocarcinoma cells; SW480 DNA re-replication, Hoechst DNA content imaging, 48 h; Potency, µM (top dose mostly 46.1 µM), inactives show top-dose re-replication activation, most hits filed as activators; 340,000 tested, 1.8% active; note: potency is the fitted concentration of half-maximal effect; % of control where 0% means no effect; nearly all actives have a fitted effect of over 55% in size
#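 Cells (250 per well) received 23 nL compound or DMSO by pin tool and were kept 48 hr at 37 C, 5% CO2. Nuclei were then stained with Hoechst for 40 min and scanned for DNA content.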
# Numbers without * were called inactive; ? = inconclusive; . = not tested or not shown; [ ] = another dose, or the depositor's remark. Unless noted, calls come from the whole dose curve; as a rule, active = well fitted curve in the direction sought with a large enough effect; inconclusive = small, poorly fitted or top-dose-only effect, or another doubt; inactive = no such curve, though single readings can be large; an effect the other way counts as inactive or inconclusive. This is a random part of the collection. About 11% of those tested had a hit in this group.
item	compound	HT1080 IDH1KD tx	HT1080NT lethal	KB-V1 cytotox	MCF10A rereplic	HEK293 tox	KB-3-1 cytotox	DRD3 agonist	IL-1B inflam inh	SW480 rerep
1	CCN(CC)C(=O)COc1ccc2c(c1)C(=O)CC(C)(C)O2	8%	6%	0%	-6%	14%	4%	7	31	-1%
2	Cn1c(CN2CCCC2)nc2cc(NC(=O)Nc3ccccc3)ccc21	5%	-2%	5%	-4%	-8%	6%	-13	-21	1%
3	COc1ccccc1Cc1c(-c2ccco2)nc2ccc(Br)cn12	?	?	0%	.	5%	-1%	0	-5	.
4	O=S(=O)(c1ccc2nc(Nc3cccc(F)c3)ccc2c1)N1CCCC1	.	.	-2%	.	2%	-11%	2	.	.
5	CCCc1nn2c(=O)cc(COC(=O)c3ccc4c(c3)OCO4)nc2s1	.	.	15%	.	9%	-5%	-2	.	.
6	COc1ccc2cc(-c3ccccc3F)ncc2c1	-1%	-1%	11%	?	-38%	0%	-29	67	1%
7	CC(NC(=O)c1ccc(Cl)c(Cl)c1)c1ccc(-c2ccccc2)cc1 (configuration not stated)	4%	-2%	7%	2%	-15%	-9%	4	-6	-2%
8	CC(=O)c1cccc(NC(=O)C(C)N2CCc3ccccc3C2)c1 (configuration not stated)	-7%	16%	0%	-17%	-13%	1%	-36	34	-6%
9	CC(C)(C)c1ccc(OCC(=O)N2CCC(c3nc4ccccc4s3)CC2)cc1	.	.	3%	.	4%	?	10	.	.
10	Cc1nn(Cc2ccccc2)c(C)c1NC(=O)c1cccs1	?	3%	-11%	1%	0%	-12%	-12	-1	?
11	COc1ccc(C(=O)N2CCC(C(=O)NC3CC3)CC2)cc1	-2%	-1%	21%	2%	-3%	19%	5	11	-10%
12	O=C(CCN1C(=O)COc2ccccc21)NCCCN1CCN(c2ccccc2F)CC1	-13%	0%	?	-3%	11%	6%	-7	-3	23%

# Shown with two lines to a compound: part of the list above
# Results follow in this order: HT1080 IDH1KD tx	HT1080NT lethal	KB-V1 cytotox	MCF10A rereplic	HEK293 tox	KB-3-1 cytotox	DRD3 agonist	IL-1B inflam inh	SW480 rerep
[4] O=S(=O)(c1ccc2nc(Nc3cccc(F)c3)ccc2c1)N1CCCC1
 : .	.	-2%	.	2%	-11%	2	.	.
[5] CCCc1nn2c(=O)cc(COC(=O)c3ccc4c(c3)OCO4)nc2s1
 : .	.	15%	.	9%	-5%	-2	.	.
[6] COc1ccc2cc(-c3ccccc3F)ncc2c1
 : -1%	-1%	11%	?	-38%	0%	-29	67	1%
[7] CC(NC(=O)c1ccc(Cl)c(Cl)c1)c1ccc(-c2ccccc2)cc1 (configuration not stated)
 : 4%	-2%	7%	2%	-15%	-9%	4	-6	-2%
[8] CC(=O)c1cccc(NC(=O)C(C)N2CCc3ccccc3C2)c1 (configuration not stated)
 : -7%	16%	0%	-17%	-13%	1%	-36	34	-6%
[9] CC(C)(C)c1ccc(OCC(=O)N2CCC(c3nc4ccccc4s3)CC2)cc1
 : .	.	3%	.	4%	?	10	.	.
[10] Cc1nn(Cc2ccccc2)c(C)c1NC(=O)c1cccs1
 : ?	3%	-11%	1%	0%	-12%	-12	-1	?
[11] COc1ccc(C(=O)N2CCC(C(=O)NC3CC3)CC2)cc1
 : -2%	-1%	21%	2%	-3%	19%	5	11	-10%
[12] O=C(CCN1C(=O)COc2ccccc21)NCCCN1CCN(c2ccccc2F)CC1
 : -13%	0%	?	-3%	11%	6%	-7	-3	23%

# Later entries:
item	compound	HT1080 IDH1KD tx	HT1080NT lethal	KB-V1 cytotox	MCF10A rereplic	HEK293 tox	KB-3-1 cytotox	DRD3 agonist	IL-1B inflam inh	SW480 rerep
13	O=C(NC1CCN(C(=O)Nc2ccc(F)cc2)CC1)c1ccc(F)cc1	19%	?	10%	-7%	-16%	0%	12	-2	?
14	Cc1ccc(C)c(C(=O)COC(=O)c2cc([N+](=O)[O-])ccc2N2CCOCC2)c1	-14%	-16%	-6%	0%	7%	-2%	-21	-17	4%
15	O=C1C(=Cc2ccccc2O)SC(=S)N1CCCN1CCOCC1	3%	2%	3%	.	-9%	-2%	2	17	.
16	CCOC(=O)CCSCC(=O)Nc1cc(C)on1	2%	-5%	?	-182%[0.0737 µM]	7%	0%	0	1	10%
17	COc1ccc(C2=NOC(C(=O)NCCCn3ccnc3)C2)cc1 (configuration not stated)	0%	1%	11%	-2%	10%	-5%	5	4	-3%
18	CCN(CC)S(=O)(=O)c1cc(C(=O)Nc2cccnc2)ccc1Cl	-9%	-4%[9.24 µM]	-28%	-4%	1%	-6%	12	13	0%
19	NC(=O)C1(N2CCCCC2)CCN(C(=O)NC23CC4CC(CC(C4)C2)C3)CC1	-1%	3%	?	0%	5%	-2%	0	8	-2%
20	CNc1nc2c(c(=O)[nH]c(=O)n2C)n1CCCc1ccccc1	7%	11%	4%	?	-2%	4%	9	2	-1%
21	Cc1cccc(-n2[nH]c3c4c(ccc3c2=O)C(=O)c2ccccc2C4=O)c1	-2%	-2%	?	?	4%	3%	-5	-27	-4%
22	CC(C)N(C(=O)c1ccc(-c2ccccc2F)cc1)C(C)C	-6%	-16%	?	-5%	-18%	-21%	-5	.	-40%[inhibitor]
23	COc1cccc(CNC(=O)c2ccc(-c3nc(COc4ccccc4)c(C)o3)cc2)c1	.	.	1%	.	19%	0%	9	.	.
24	c1ccc2c(c1)nc1n2CCS1	-10%	-9%	-2%	-2%	-7%	2%	-3	9	-14%
25	O=C1C(=O)N(CCN2CCOCC2)C(c2ccccn2)/C1=C(/O)c1ccccc1 (configuration not stated)	13%	18%	11%	1%	-15%	?	-1	-21	-3%[9.22 µM]
26	Cc1cc2c(cc1S(=O)(=O)NCc1ccccc1)NC(=O)CO2	-6%	-7%	6%	-4%	-2%	6%	-2	1	-43%
27	COc1ccc(C(=O)N2CCOC23CCN(c2ncccn2)CC3)cc1	-4%	2%	0%	-5%	-6%	-2%	-7	-22	-6%
28	Cc1cc(C)n2nc(SCC(=O)NC3CCCCC3C)nc2n1 (configuration not stated)	0%	-3%	-8%	-1%	-1%	3%	2	-4	0%
29	CCOc1ccc(NC(=O)CC(NC(C)=O)c2ccccc2)cc1S(=O)(=O)N1CCCC1 (configuration not stated)	-6%	1%	?	5%	3%	13%	-6	-6	-3%
30	COc1ccccc1C1/C(=C(\O)c2ccc3c(c2)OCCO3)C(=O)C(=O)N1Cc1cccnc1 (configuration not stated)	-4%	1%	?	-2%	3%	-43%	6	5	?
31	O=C(NC1CCCCC1)c1ccc(-c2ccccc2[N+](=O)[O-])o1	-13%	-20%	-16%	6%	-17%	0%	-19	6	0%
32	CC1Cc2[nH]c(=S)[nH]c(=O)c2C(c2ccc(F)cc2)O1 (configuration not stated)	16%	12%	3%	.	1%	19%	8	13	.
33	Cc1cccc(NC(=S)N(Cc2ccc(Cl)cc2)Cc2ccc(C(=O)O)cc2)c1	-12%	-1%	-9%	-1%	-2%	-5%	-4	-6	-2%
34	O=[N+]([O-])c1ccc(S(=O)(=O)NN=Cc2ccc3c(c2)OCO3)cc1	12%	-2%	7%	-1%	6%	3%	-15	-7	-7%
35	CC(C)c1ccc(NC(=O)CN2C(=O)COc3ccc(S(=O)(=O)Nc4ccccc4)cc32)cc1	.	.	0%	.	6%	-1%	-17	.	.
36	Cc1ccccc1CSc1nnc(-c2ccccn2)n1N	8%	15%	-22%	6%	0%	11%	-10	-30	0%
37	O=C(NCCCN1CCOCC1)c1cc(Cl)ccc1OCc1ccccc1	-5%	-3%	0%	2%	8%	-12%	-20	0	-1%
38	O=c1cc(-c2ccccc2)nc(SCc2ccccc2)[nH]1	-5%	-6%	-2%	4%	3%	10%	9	45	-5%
39	O=C(COC(=O)c1cc2ccccc2cc1O)NC1CCCCC1	10%	3%	0%	?	-29%	18%	-11	36	-1%
40	CCOC(=O)c1c(NC(=O)/C=C/c2ccc(OCC)c(OC)c2)sc2c1CCC2	.	.	-8%	.	8%	20%	-3	.	.
41	Cc1cc([N+](=O)[O-])ccc1-c1ccc(/C=N/NC(=O)c2ccc(Br)o2)o1	0%	-1%	?	28%	34%	-4%	-2	?	2%
42	CCNC(=O)COC(=O)CNC(=O)c1cc(Cl)cc([N+](=O)[O-])c1	14%	8%	11%	0%	3%	20%	7	5	-2%
43	CC1N=C2c3ccccc3N=C(SCC(=O)NCCc3ccc(Cl)cc3)N2C1=O (configuration not stated)	.	.	9%	.	1%	-1%	5	.	.
44	CCOc1ccc(N2CC(C)Cn3c2nc2c3c(=O)n(Cc3c(F)cccc3Cl)c(=O)n2C)cc1 (configuration not stated)	.	.	-9%	.	2%	0%	6	.	.
45	CCN1CCN(C(=O)c2cc(COc3ccc(C(C)=O)cc3OC)on2)CC1	24%	22%	-7%	19%	4%	4%	1	12	-7%
46	CC(C)CC(=O)NCCCN1CCN(CCCNC(=O)CC(C)C)CC1	1%	9%	-2%	0%	7%	2%	-3	6	-3%
47	COc1ccc(/C=C/C(=O)Nc2cccnc2)cc1OC	0%	19%	3%	-4%	37%	2%	4	?	-2%

# Look-ups from the results shown.
# Result for entry 40 under KB-3-1 cytotox: 20%
# Result for entry 43 under HEK293 tox: 1%

# Screening results as filed in PubChem.
